Assay outcomes (PubChem BioAssay)
TSG101-PTAP inh: blocks PTAP/TSG101 interaction to inhibit HIV-1 budding; 340,000 tested, under 10 active; Potency, µM (doses to about 115 µM), for inactives: at the top dose activity change, negative = inhibition, hits mostly inhibitors; Fluorescence polarization, FITC-PTAP peptide / Tsg101 binding; active means well fitted inhibition curve with a large enough effect in the main read-out, with a control signal flat, not every such curve was filed as active; inconclusive means small, poorly fitted or top-dose-only effect, or effect the other way, or a change in a side signal; inactive means no such curve, though single readings can be large or run the other way; further: potency means the concentration at half of the fitted maximal effect; % of control where 0% means no effect
Target sequence (Q99816 whole entry, looked up): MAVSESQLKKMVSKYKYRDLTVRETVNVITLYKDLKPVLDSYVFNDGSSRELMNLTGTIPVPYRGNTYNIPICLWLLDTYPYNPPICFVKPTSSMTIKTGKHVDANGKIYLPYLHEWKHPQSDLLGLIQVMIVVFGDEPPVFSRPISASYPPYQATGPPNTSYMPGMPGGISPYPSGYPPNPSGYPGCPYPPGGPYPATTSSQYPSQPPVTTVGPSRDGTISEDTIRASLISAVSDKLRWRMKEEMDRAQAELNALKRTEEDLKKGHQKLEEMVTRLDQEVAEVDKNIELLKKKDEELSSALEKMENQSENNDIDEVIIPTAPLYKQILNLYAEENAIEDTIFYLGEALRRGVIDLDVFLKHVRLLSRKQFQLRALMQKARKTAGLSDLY
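Fluorescence polarization binding of Tsg101 binding domain (10 uM final) to FITC-labeled PTAP peptide (50 nM final) in HEPES pH 7.5 buffer with NaCl, Tween 20, EDTA, TCEP. Compounds added before peptide; binding 20 min at RT.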
a7 integrin act: integrin-mediated muscular dystrophy alleviation activation | hit rate 0.064% among 350,000 | AID 624291 | alpha7betagal myoblasts, beta-gal FDG fluorescence, 48 h | Potency, µM (doses to about 38.3 µM), for inactives: top-dose activation, hits mostly activators;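 further: potency means the concentration at half of the fitted maximal effect; 100% = response of the positive control SU9516; nearly all actives have a fitted effect of over 60% in size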
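Alpha7betagal+/- myoblasts (passage 13) were plated 16-24 hr, then exposed to compounds (1:260 dilution of DMSO stock) for 48 hours at 37C. After MPER lysis, β-galactosidase reporter activity was read as FDG fluorescence (ex 480/em 540) after 30 minutes.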
MBNL1 CUG block: blocks human MBNL1 binding to CUG repeat RNA; Q9NR56; TR-FRET MBNL1-His/biotin-(CUG)12 binding, 665/545 ratio; Potency, µM (top dose mostly 57.5 µM), for inactives: top-dose activity change, negative = inhibition, actives largely listed as inhibitors; hit rate 0.036% among 280,000; active means well fitted inhibition curve with a large enough effect in the signal ratio, with a control signal flat, not every such curve was filed as active; inconclusive means small, poorly fitted or top-dose-only effect, or effect the other way, or a change in a side signal; inactive means no such curve, though single readings can be large or run the other way; the % refers to the signal ratio; further: potency means the concentration at half of the fitted maximal effect; on the % scale 0 is the no-effect control and ±100 the full control effect
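TR-FRET readout: Ex 340 nm, 665/545 nm emission ratio, normalized to buffer-only (basal) and MBNL1-(CUG)12 controls. Complex of MBNL1-His with Biotin-(CUG)12, compounds 92 nM–58 uM, incubated 60 min at room temperature.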
MLL CXXC-DNA inh: MLL CXXC-DNA interaction inhibition; AID 2662; Potency, µM (doses to about 115 µM), inactives show at the top dose activity change, negative = inhibition, actives largely listed as inhibitors; hit rate 0.037% among 290,000; MLL-CXXC / FITC-HOXA9 DNA fluorescence polarization; active means well fitted inhibition curve with a large enough effect in the polarisation, with a control signal flat, not every such curve was filed as active; inconclusive means small, poorly fitted or top-dose-only effect, or effect the other way, or a change in a side signal; inactive means no such curve, though single readings can be large or run the other way; the % refers to the polarisation; further: potency means the concentration at half of the fitted maximal effect
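Fluorescence polarization: 7 uM MLL-CXXC (stock) preincubated 5 min with compounds, then 50 nM fluorescein-HOX-A9 DNA (stock) added; 30 min ambient. Buffer 50 mM Tris-HCl pH 7.5, 50 mM NaCl, 1 mM DTT, 0.05% BSA.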
TSHR antag: human thyrotropin receptor antagonism. P16473. TSHR-expressing cells, TSH-stimulated cAMP HTRF, 2 h; hits give low values. activity change, negative = inhibition, % at 11.5 µM. hit rate 0.2% among 330,000. AID 504810;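 active means activity change below a set negative limit, meaning inhibition stronger than a set level, cut at about -70% in these data; inconclusive means activity change between two set negative limits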; further: on the % scale 0 is the no-effect control and ±100 the full control effect
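Competitive HTRF cAMP read-out (cryptate anti-cAMP antibody, cAMP-d2; 30 min, room temperature) in freshly harvested TSHR cells. Compounds added before TSH at EC80 (4nM final), followed by 2 hours' incubation at 37 deg C.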
Mito fusion yeast: mitochondrial division inhibition or fusion activation | S. cerevisiae fusion-defective mutant growth rescue, CellTiterGlo 48 h | Potency, µM (doses to about 46.1 µM), for inactives: at the highest dose growth rescue (activation), most hits filed as activators | hit rate 0.23% among 320,000 | AID 485298;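 further: potency means the concentration at half of the fitted maximal effect; % of control where 0% means no effect; nearly all actives have a fitted effect of over 45% in size; temperature-sensitive fusion mutants such as fzo1-1 at 37 °C on non-fermentable ethanol glycerol medium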
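Luminescent cell viability in 1536-well qHTS format served as the measure of rescued growth in ts fusion-mutant S. cerevisiae cultured on non-fermentable YPEG for 48 hours at 37C.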
TCR activator: activates T cell receptor signaling. primary human leukocytes, anti-CD3, IL-2 HTRF, 48 h. Potency, µM (highest dose often 9.22 µM), for the others: top-dose activation of IL-2 secretion, usual class: activators. 330,000 tested, under 10 active. AID 504894; further: % of control where 0% means no effect
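Activity was scored as IL-2 release from primary human leukocytes given only a TCR signal (a-CD3 beads) plus compound for 48 hr. Detection used a two-antibody HTRF format read at 665nm.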
Menin-MLL TR inh: displaces Texas Red mutant MLL peptide from human menin. O00255. Menin + Texas Red MLL mutant peptide, fluorescence polarization. Potency, µM (doses to about 61.6 µM), for inactives: at the top dose FP activity change, negative = inhibition, hits mostly inhibitors. hit rate 0.23% among 270,000; active means well fitted inhibition curve with a large enough effect in the polarisation, with a control signal flat, not every such curve was filed as active; inconclusive means small, poorly fitted or top-dose-only effect, or effect the other way, or a change in a side signal; inactive means no such curve, though single readings can be large or run the other way; the % refers to the polarisation; further: potency means the concentration at half of the fitted maximal effect; % of control where 0% means no effect; many of its hits are not listed in these tables
A-T KAP1 phos: potential ataxia-telangiectasia treatments restoring KAP-1 phosphorylation; […] A-T fibroblasts, KAP-1 phosphorylation AlphaLISA; neocarzinostatin DNA damage 30 min before lysis; Potency, µM (titrated, usually from 57.5 µM), without a hit: at the top dose activation, usual class: activators; hit rate 0.19% among 320,000; further: potency means the concentration at half of the fitted maximal effect; % of control where 0% means no effect; nearly all actives have a fitted effect of over 45% in size
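ATM-like activity read as KAP-1 phosphorylation via AlphaLISA donor/acceptor antibody pairs after lysis and 6 hr at 25C. Cells were ATM-null patient fibroblasts ([…], hTERT), dosed 60 min, then exposed to the DSB inducer NCS for 30 min.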
ASM inhibitor: blocks human secretory acid sphingomyelinase. placental ASM, HMU-PC fluorogenic substrate, 60 min. Potency, µM (series often up to 57.5 µM), for the others: at the highest dose activity change, negative = inhibition, hits mostly inhibitors. hit rate 0.006% among 340,000. P17405. AID 504937; further: potency means the concentration at half of the fitted maximal effect
Target sequence (P17405 47-631 limits assumed): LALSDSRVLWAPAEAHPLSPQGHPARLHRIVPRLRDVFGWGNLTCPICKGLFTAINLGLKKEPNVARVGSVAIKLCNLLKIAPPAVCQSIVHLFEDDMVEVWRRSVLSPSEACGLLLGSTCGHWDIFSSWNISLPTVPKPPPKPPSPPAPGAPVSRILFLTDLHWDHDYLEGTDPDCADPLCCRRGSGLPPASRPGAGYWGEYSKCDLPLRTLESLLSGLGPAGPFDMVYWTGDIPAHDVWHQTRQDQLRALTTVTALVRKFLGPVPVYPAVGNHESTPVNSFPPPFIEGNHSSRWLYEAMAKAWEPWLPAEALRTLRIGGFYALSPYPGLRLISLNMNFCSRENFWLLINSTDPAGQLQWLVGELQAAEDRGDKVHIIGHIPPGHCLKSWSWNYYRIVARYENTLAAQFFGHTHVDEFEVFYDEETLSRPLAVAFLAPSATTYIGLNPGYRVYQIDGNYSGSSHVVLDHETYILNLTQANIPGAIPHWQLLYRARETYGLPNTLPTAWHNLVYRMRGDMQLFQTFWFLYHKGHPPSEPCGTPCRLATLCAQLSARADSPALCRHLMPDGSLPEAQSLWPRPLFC
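qHTS format. ASM enzyme prepared from human placenta hydrolyses the fluorogenic substrate HMU-PC0 (9 uM final) over 60 min at 37 °C after a 10 min compound preincubation.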
The depositor's hits bear a star; i = inactive; ? = inconclusive; . = no result given; & = joins results of further samples; [ ] = another dose, or the depositor's remark. Unless noted, the call rests on the fitted dose curve; in most records, active means well fitted curve in the direction sought with a large enough effect; inconclusive means small, poorly fitted or top-dose-only effect, or another doubt; inactive means no such curve, though single readings can be large; an effect the other way counts as inactive or inconclusive.

SMILES | TSG101-PTAP inh | a7 integrin act | MBNL1 CUG block | MLL CXXC-DNA inh | TSHR antag | Mito fusion yeast | TCR activator | Menin-MLL TR inh | A-T KAP1 phos | ASM inhibitor
Cc1cc(NC(=O)c2cnn3cccnc23)n(-c2ccccc2)n1 | -18% | -11%[7.66 µM] | 0% | -6% | -6 | 5% | -4% | -29% | -7% | -1%
Cn1nc(-c2ccc(Cl)cc2)c2cc(C(=O)NCCCN3CCOCC3)sc21 | 0% | -11% | -6% | 10% | -9 | -1% | -4% | 3%[11.7 µM] | 2% | -11%
CN(C)C(C)(C)C#CC(O)(c1ccccc1)c1ccccc1 | 4% | -57% | -7% | 11% | 6 | -3% | -3% | -3% | 3% | -2%
CC(C)(C)NC(=O)CSc1nc(-c2ccccc2)cc(=O)[nH]1 | 1% | 7% | -4% | -4% | -5 | -5% | 2% | -2% | 1% | 1%
O=P(COCCOCCOCP(=O)(c1ccccc1)c1ccccc1)(c1ccccc1)c1ccccc1 | 1% | -7% | -11% | -10% | -3 | -1% | -3% | ? | 3%[11.5 µM] | 7%
Fc1ccc(-c2ncc3ccccn23)cc1 | 0% | -5% | ? | -5% | -10 | 6% | -2% | -10% | -2%[11.5 µM] | 11%
Cc1ccc(Nc2ncnc3c2cnn3C)cc1 | -5% | 20% | -2% | -8% | 0 | 2% | 4% | -1% | -3% | -4%
O=C(C1=C(O)C(=O)N(c2ncccn2)C1c1cccc(Cl)c1)c1ccco1 (configuration not stated) | . | -11% | ? | -7% | . | 0% | . | 27% | . | -4%
N#Cc1cc2c(=O)n3ccccc3nc2n(CCCn2ccnc2)c1=N | 0% | -3% | ? | 15% | 7 | 6% | 5% | 9% | 3% | 199%[activator]
Cn1cnc2c1c(=O)[nH]c(=O)n2Cc1ccccc1 | 0% | 7% | 0% | -14% | 7 | 6% | -5% | -17% | 14% | 4%
Cc1cc(/C=C2\SC(=O)N(C)C2=O)c(C)n1-c1ccc(S(N)(=O)=O)cc1 | -9% | 2% | ? | 1% | 3 | 10% | 2% | 13% | 2% | 5%
COc1ccc(C2N(Cc3ccccc3)CC(=O)N2/N=C(\C)c2ccccc2)cc1 (configuration not stated) | -3% | 15% | 5% | -7% | 14 | -8% | 3%[46.1 µM] | 1% | 10% | -4%
c1cc(Nc2ncnc3sccc23)cc(-c2nnc3n2CCCCC3)c1 | -5% | -43% | -16% | -3% | -12 | -5% | 0% | 0% | 2% | 2%
O=c1/c(=C/c2ccccc2)sc2nnc(-c3cccs3)n12 | -8% | 0% | -7% | -25% | 9 | -2% | -6% | . | -5% | 11%
CN(Cc1nccn1C)C(=O)C1CCC(=O)N(CCc2ccc(Cl)cc2)C1 (configuration not stated) | 0% | -26% | 1% | 2% | -4 | 2% | -4% | . | 10% | 2%
Cc1ccc(-c2cc(C(=O)N3CCCCCC3)no2)cc1 | 0% | 23% | 2% | -1% | -10 | 7% | 10% | -22% | 5% | -2%[11.5 µM]
Cc1ccc(S(=O)(=O)N(c2ccccc2)C2CCS(=O)(=O)C2)cc1 (configuration not stated) | -5% | 2% | 8% | 8% | -3 | -4% | 7% | 1% | 5% | 2%
CCOC(=O)N1CCC(N2Cc3cccc(C(=O)NCc4ccccc4OC)c3C2=O)CC1 | -10% | -19% | 5% | 1% | -10 | 9% | 6%[46.1 µM] | -22% | 5% | -1%
CCOc1ccc(NC(C)C(=O)N/N=C/c2cccs2)cc1 (configuration not stated) | 0% | 10% | 17%[11.5 µM] | 12% | -2 | ? | 4%[46.1 µM] | 0% | -3% | .
O=C(Nc1ccc(OCC(=O)N2CCOCC2)cc1)Nc1cccc2ccccc12 | 1% | -1% | 1% | -10% | 9 | 5% | . | 15% | -1% | -3%
CC(=O)c1cccc(NC(=O)COC(=O)c2cccc(N3C(=O)c4ccccc4C3=O)c2)c1 | -1% | -15% | . | 10% | -4 | -19% | 1%[46.1 µM] | 2% | -1% | -10%
COc1ccc(C)cc1-n1nnnc1SCC1CCCCO1 (configuration not stated) | -10% | -11% | 0% | 2% | -15 | 2% | . | -7% | 10% | 5%
CN1CCc2c(sc3c2C(=O)NC(c2ccc(-c4cccc(Cl)c4)o2)N3)C1 (configuration not stated) | -5% | 8% | ? | 30%[activator] | 1 | -3% | -4% | 16% | ? | i
Cc1cc(NC(=O)C2CC=CCC2C(=O)O)no1 (configuration not stated) | -4% | 8% | 6% | 8% | 1 | 1% | -1% | 12% | 4% | 2%
O=C(Nc1ccccc1)O/N=C(\c1ccccc1)c1ccccn1 | -16% | 17% | 1% | 22% | 7 | -8% | . | 4% | -1% | 6%
CN(CCCCCNC(=O)/C=N/O)Cc1ccccc1 | . | . | -7% | -6% | -9 | -12% | 7%[46.1 µM] | 7% | -5% | .
Clc1cc(Cl)cc(CN2CCSCC2)c1 | -5% | -28% | . | -2% | 37 | -5% | -6% | . | 5% | -1%
CCOC(=O)N1CCN(C(=O)c2cnc3n(c2=O)CCS3)CC1 | -12% | -3% | -8% | -3% | 10 | 0% | 0% | -3% | 8% | 0%
O=C(/C=C/c1ccco1)Nc1ccccc1C(=O)O | -4% | 18% | ? | -6% | -10 | -6% | 1% | ? | 0% | -2%
CCN(CC)CCNC(=O)c1ccc(NC(=O)c2cn(-c3ccccc3)nc2-c2cccs2)cc1 | -3% | -63%[inhibitor] | -9% | 34%[activator] | -30 | -4% | 6% | 3% | -4% | -28%
CCCCCCCCOC(=O)c1c(CSC(=N)N)n(C)c2cc(Br)c(OC(C)=O)cc12 | 0% | -6% | 6% | 26% | 6 | -1% | 4% | . | -3% | 32µM*
C=CCNC(=S)NNC(=O)c1ccc(OC(C)C)cc1 | 2% | ? | -2% | -17% | 4 | -2% | 0% | 11% | . | 0%
CC(C)C[C@@H](CSc1ccc(Br)cc1)N1CCN(CC(C)C)CCC1=O | . | -47%[inhibitor] | -4% | -3% | 4 | -14% | 1% | . | -23% | -5%
CCCOC(=O)Nc1cccc(C(C)=O)c1 | 2% | 8% | 1% | 1% | -4 | 6% | -2%[46.1 µM] | 1% | 6% | -1%
CCOC(=O)c1c(-c2ccccc2)csc1NC(=S)N(CC)CC | -4% | -12% | -5% | -3% | -4 | 4% | -3%[46.1 µM] | 1% | 15% | -2%
c1ccc2c(c1)nnn2Cc1nnc2sc(-c3ccc4c(c3)OCCO4)nn12 | -7% | -37% | 6% | 0% | -10 | -1% | 1% | -13% | 1% | -2%
Cc1ccc(C)n1-c1ccc(C(=O)N/N=C/c2ccncc2)cc1 | -2% | -33% | 12% | 2% | -3 | 0% | 5% | 21% | 5% | -2%
CC(C)(C)[Si](OCC[C@@H]1C[C@@]1(C)[C@@H](NP(=O)(c1ccccc1)c1ccccc1)c1ccccc1)(c1ccccc1)c1ccccc1 | . | . | 4% | 3% | -2 | -3% | . | -6%&-9% | 1% | .
Cc1ccc(/C=N/NC(=O)c2cc3c(ccc4ccccc43)o2)o1 | -5% | -4% | 1% | 14% | -11 | 5% | -3% | 23% | 5% | 61%[activator]
CCOC(=O)c1ccccc1NC(=O)c1cccc([N+](=O)[O-])c1 | 0% | 28% | 9% | 7% | 2 | -6% | 2% | 20% | -1% | 0%
COCC(=O)Nc1ccc(Br)cc1 | -3% | 0% | -2% | 0% | -1 | 0% | -2% | . | -4% | 3%
CS(=O)(=O)c1ccc(C(=O)N2CCN(S(=O)(=O)c3ccc(C4CCCCC4)cc3)CC2)cc1 | 0% | 19% | . | . | . | . | 12% | . | . | -3%
COCCCn1c2nc3ccccc3nc2c2c(=O)n(Cc3ccccc3Cl)cnc21 | . | . | 20% | -8% | 1 | -1% | . | -9% | 3% | .
O=c1c(O)c(-c2ccc3c(c2)OCO3)oc2ccccc12 | -2% | -37% | 2% | 5% | -9 | 1% | -4% | 22% | -1% | 91%[activator]
COC(=O)[C@@H]1C[C@@]2(O)[C@@H](O)[C@@H](O)[C@@H](O)C[C@H]2N1Cc1cc(OC)cc(OC)c1 | -11% | 29% | -8% | 7% | 3 | -4% | 0% | 16% | -6% | 6%
O=C(CCc1ccccc1)Nc1cc(S(=O)(=O)N2CCOCC2)ccc1N1CCCC1 | 0% | 14% | . | . | 14 | 4% | -5% | . | -8% | 3%
COc1ccc(CCn2c(C(C)C)nc3c(c(=O)c4ccccc4n3C)c2=O)cc1 | 1% | -10% | -2% | 14% | -9 | 26% | -6%[46.1 µM] | -11% | -2% | -5%
COc1ccc(OC)c(NC(=O)C2CC(C)=C(C)CC2C(=O)O)c1 (configuration not stated) | -3% | -21% | -2% | -2% | 2 | -2% | -7% | 1% | 2% | 8%

Only part of the results is shown, so the mix of outcomes need not match the whole.
